Peg3 promoter: Peg3 promoter-driven luciferase inhibitors, primary screen, cell-based, HeLa, luciferase luminescence; inhibition, % at 20 µM; AID 588405, 2011; HeLa PEG-Prom luciferase reporter, overnight; 1.7% of 360,000 active;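 active = inhibition of at least 50% at 20 µM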
MITF TRPM1 inh: inhibitors of MITF-dependent TRPM1 promoter reporter, primary screen, cell-based, SK-MEL-5, single point, luciferase | 0.83% of 330,000 active | SK-MEL-5 TRPM1 promoter luciferase, 24 h | inhibition, % at 12.5 µM | AID 488899, 2010;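 active = mean inhibition across replicates of 60% or more, whatever share of single replicates reaches that level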; also: values of inactives mirror those of a sister screen read the other way
KKLEB cytotox: cytotoxicity in KKLEB CF airway cells, primary screen, cytotoxicity control for CF NF-kB inhibitor project, cell-based, uHTS, fluorescence assay plates; KKLEB CF airway cells viability, ATPlite luminescence, overnight; hits give low values; cells stimulated with P. aeruginosa culture filtrate; 0.36% of 360,000 active; activity change (cytotoxicity), % at 5 µM; AID 602141, 2011;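 active = corrected activity change at or below -50% at 5 µM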
TWEAK-Fn14 inh: inhibitors of TWEAK-Fn14 signaling, primary screen, luciferase reporter cells, uHTS. inhibition, % at 10 µM. 2% of 360,000 active. AID 1159606, 2016. TWEAK-stimulated Fn14 reporter cells, luciferase luminescence, 8 h; in the data active = inhibition above about 50%
NR2E3 ag-1: NR2E3 agonists in two-hybrid cells, primary screen, cell-based, luminescence, CHO-S, Gal4-NCOR/VP16-NR2E3 | 0.35% of 360,000 active | AID 602229, 2012 | Photoreceptor-specific nuclear receptor (Homo sapiens), Q9Y5X4 | inhibition of corepressor binding, % at 3.98 µM | luciferase;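 active = inhibition above the mean of all tested compounds plus 3 SD, cut at about 70% in these data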;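 also: 0% = DMSO with NR2E3 transfected cells and 100% = cells lacking NR2E3 construct; higher means lower luciferase signal from less NR2E3 corepressor binding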
Target sequence (Q9Y5X4 whole entry, looked up, the tested form may be a part): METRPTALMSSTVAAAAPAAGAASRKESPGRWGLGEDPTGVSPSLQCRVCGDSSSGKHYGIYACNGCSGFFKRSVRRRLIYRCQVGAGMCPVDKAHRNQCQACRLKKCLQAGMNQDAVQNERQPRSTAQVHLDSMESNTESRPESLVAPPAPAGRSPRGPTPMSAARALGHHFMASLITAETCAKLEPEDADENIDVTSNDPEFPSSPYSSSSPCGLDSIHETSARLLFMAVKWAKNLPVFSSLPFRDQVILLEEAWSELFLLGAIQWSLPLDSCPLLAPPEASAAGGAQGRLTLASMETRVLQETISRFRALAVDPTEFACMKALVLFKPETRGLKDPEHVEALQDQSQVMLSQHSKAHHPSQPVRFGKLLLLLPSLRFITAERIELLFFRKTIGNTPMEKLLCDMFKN
Shn3 3UTR inh: reduction of Shn3 3'UTR firefly luciferase signal, primary screen, Schnurri-3 inhibitor project, cell-based, Clone20 osteoblasts, set 2; AID 588674, 2011; Clone20 osteoblast Shn3 3'UTR firefly luciferase, 24 h; inhibition, % at 12.5 µM; 0.52% of 360,000 active;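 active = mean inhibition of at least 75% with every replicate also reaching 75%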;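 also: 0% = median of neutral control wells and 100% = pilot-screen positive control compound; some compounds past the cut are filed as inactive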
HIF-2a block: HIF-2a reporter inhibitors, primary screen, luminescence, 786-0 RCC cells; 786-0 RCC cells HIF-2a reporter, luciferase luminescence, overnight; inhibition, % at 18.8 µM; 0.72% of 360,000 active;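 active = inhibition of the luminescence signal of 40% or more relative to plate controls, in a single-dose primary screen at 18.75 µM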
NR2E3 ag-2: inhibitors of NR2E3-RetCOR corepressor binding, primary screen, NR2E3 agonist project, biochemical, TR-FRET, GST-NR2E3, biotin-RetCOR. 1536-well. inhibition of corepressor binding, % at 4.78 µM. 0.12% of 320,000 active. AID 2300, 2010;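 active = percent inhibition above the cutoff of mean plus 3 SD of all tested compounds, set per screening campaign, cut at about 20% in these data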;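 also: 0% = DMSO wells and 100% = biotin wells as full block of FRET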
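Assay system: NR2E3–RetCOR corepressor complex. Quantity: 1.35 nM GST-NR2E3. Buffer or medium: pH 7.5 Tris-based buffer. Reagent: biotinylated RetCOR corepressor at 7 nM final. Schedule: 5 h at 4 °C. Detection: TR-FRET, emission read at 617 and 671 nm. Replicates: one well per compound, singlicate testing.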
CF NFkB block: inhibitors of PAF-induced NF-kB signaling, primary screen, cell-based, GFP fluorescence, uHTS. KKLEB NF-kB-GFP reporter, GFP fluorescence overnight. inhibition, % at 5 µM. 0.86% of 360,000 active;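 active = at least 50% inhibition at 5 µM, scaled per plate between neutral and stimulator controls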;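 also: PAF is a Pseudomonas aeruginosa culture filtrate used as stimulus; plate controls were PAF-stimulated DMSO wells for no effect and unstimulated DMSO wells for full effect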
aDG glyco act: activators of alpha-DG glycosylation, primary screen, uHTS, Pro5-aDG cells, AlphaScreen. alpha-DG glycosylation AlphaScreen (IIH6); 0% Pro5, 100% B10-LARGE cell signal. activation, % at 10 µM. 0.22% of 360,000 active. AID 624168, 2012;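 active = activation of at least 8% versus controls, or a plate z-score of at least 8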;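 also: Pro5 are CHO cells carrying HIG-tagged alpha-DG that lacks glycosylation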
hiPSC survival: enhancers of single-cell hiPSC survival, primary screen, ATPlite luminescence | survival enhancement, % at 20 µM | 100% = ROCK inhibitor wells, 0% = DMSO | 0.044% of 360,000 active | AID 602274, 2012; in the data active = survival enhancement above about 18%;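 also: cells exposed to compounds for 16 hours before the ATP read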
An asterisk follows results filed as active; . = not tested or not shown.

Compound	Peg3 promoter	MITF TRPM1 inh	KKLEB cytotox	TWEAK-Fn14 inh	NR2E3 ag-1	Shn3 3UTR inh	HIF-2a block	NR2E3 ag-2	CF NFkB block	aDG glyco act	hiPSC survival
O=C(CCCSc1nc2ccccc2s1)Nc1nccs1	-15.4	19.4	-6.8	13.8	6.5	-2.9	-49.1	3.2	4.9	-0.1	-0.7
O=C1c2ccccc2C(c2nnnn2Cc2ccccc2)N1CCCN1CCOCC1 (stereo not given)	.	.	.	-3.2	-16.6	.	5.9	.	.	0.3	0.2
CCOc1ccccc1NC(=O)CSc1nnc(-c2ccco2)n1Cc1ccco1	17.8	1.8	1.8	5.6	-18.5	22.8	13.9	-2.2	8.3	0.2	1.0
COc1ccc(N2CCN(C(CNC(=O)C(=O)NCCc3c[nH]c4ccccc34)c3ccco3)CC2)cc1 (stereo not given)	29.4	-8.6	1.2	22.0	-4.3	0.7	13.6	-2.1	8.7	0.2	2.1
CCC1Nc2ncnc(N3CCN(c4ccccn4)CC3)c2N(Cc2ccc(Cl)cc2)C1=O (stereo not given)	15.3	-1.1	7.0	-12.2	37.2	-0.5	16.5	1.1	5.7	0.1	1.4
Cc1ccc(C)c(NC(=O)c2ccc3c(=O)n4c(nc3c2)CCC4)c1	-155.0	-60.9	-5.9	-17.0	-102.4	-88.1	-223.9	-0.1	7.5	0.2	-0.4
CCOC(=O)C1=C(C)NC(=O)NC1/C=C\c1ccccc1 (stereo not given)	-5.8	1.3	-12.3	-10.5	-11.2	12.4	14.8	.	5.8	-0.1	-0.3
CS(=O)(=O)N1CCC(C(=O)Nc2ccc3c(c2)OCO3)CC1	-4.2	4.6	-9.9	-4.6	-4.6	10.3	-3.1	1.7	-4.0	-0.2	0.0
COc1ccc(NC(=O)CC2(Cc3ccccc3)CCOC(C)(C)C2)cc1 (stereo not given)	-2.2	-4.8	-1.4	-26.5	-3.4	7.9	11.2	3.7	1.6	0.0	-1.9
C/C(=N\NC(=O)c1ccccn1)C12CC3CC(CC(C3)C1)C2	-106.2	-44.2	-10.5	-50.0	-105.4	-72.6	-64.0	1.5	21.0	0.0	-2.7
CCc1nc2ccccc2c(C(=O)NCc2ccc(OC)cc2)c1C	16.9	4.9	-3.5	-1.2	-7.1	5.3	8.1	2.3	-4.9	-0.1	1.8
Cc1ccc(OCCCC(=O)NC(C)c2ccccc2)c(C)c1 (stereo not given)	5.4	7.3	11.4	-2.8	-15.3	.	11.9	2.9	-14.8	0.0	0.1
CC1CN(S(=O)(=O)c2ccc(C(=O)Nc3ccccc3F)cc2)CC(C)O1 (stereo not given)	-10.2	-1.4	16.0	-1.1	-0.3	6.9	2.3	.	13.5	-0.3	-0.5
O=C(Nc1cccc2cccnc12)c1cccc(N2C(=O)CCC2=O)c1	-8.1	7.5	5.5	0.0	-19.0	-18.9	-16.9	3.4	-14.6	0.1	0.7
N#C/C(C(=O)N1CCOCC1)=c1/s/c(=C\c2ccccn2)c(=O)n1-c1ccccc1	-8.6	-7.5	19.9	15.8	-18.4	-3.0	12.7	0.2	-8.0	0.0	1.6
CC(C)(C)c1ccc(N2C(=O)CC(c3ccccc3)C2=O)cc1 (stereo not given)	-15.2	1.3	3.4	-12.9	10.2	14.9	-0.1	.	-20.9	0.2	-0.3
O=C(NC1CC2CCCC(C1)N2Cc1cccs1)N1CCOCC1 (stereo not given)	5.2	-18.5	10.6	-4.2	15.0	-5.7	7.4	4.2	-10.6	0.0	0.7
O=C(CCc1nnc2ccc(NCc3ccco3)nn12)Nc1ccc(F)cc1F	-44.4	0.8	-5.0	15.1	-0.2	3.1	16.5	-0.8	-5.8	0.5	0.7
CC1(c2nnc(-c3ccncc3)o2)CC(c2ccc(F)cc2)=NO1 (stereo not given)	2.7	1.4	1.3	8.9	28.0	7.6	16.2	5.4	-6.3	0.3	5.7
CC(=O)c1cccc(NC(=O)c2ccc3c(c2)CCN3S(=O)(=O)c2ccccc2)c1	8.0	-17.5	-22.0	73.8*	-28.6	7.5	-9.6	1.7	-19.0	-0.5	0.1
CCOC(=O)Cc1c(C)nc(-c2ccccc2)[nH]c1=O	-4.7	5.7	-12.5	4.8	-6.7	9.1	7.9	-4.3	4.6	0.2	-3.0
Cc1cc(C(F)(F)F)nn1CCCNC(=O)c1cnccn1	14.9	6.7	3.5	13.7	3.5	-23.1	-6.1	1.3	-4.5	0.1	-2.5
C#Cc1ccc([C@@H]2C=C(C(=O)O)O[C@H](OCc3ccc(CO)cc3)C2)cc1	-21.0	3.8	-2.1	5.4	-7.5	12.4	-0.8	3.0	-9.5	0.2	0.6
CCOc1ccc(C(C)=O)cc1COC(=O)CCc1cc(OC)c(OC)c(OC)c1	2.5	3.6	-8.3	36.4	-18.9	2.1	1.6	2.8	2.4	0.4	-0.5
CCOc1cccc(CN2CCCC(C(=O)c3cc(Cl)ccc3OC)C2)c1O (stereo not given)	19.4	2.5	-1.9	2.0	20.7	19.0	9.7	2.3	15.8	0.0	-0.4
O=C(C[n+]1cccc(NC(=O)c2ccccc2)c1)c1cccc([N+](=O)[O-])c1	-2.0	-6.2	10.2	-7.1	-9.2	-46.8	0.9	0.0	-6.2	0.2	1.2
O=C(CN1C(=O)NC2(CCCCC2)C1=O)NCCC1=CCCCC1	8.0	0.8	-1.6	11.4	-12.5	-14.8	7.4	-0.6	-4.5	-0.3	0.2
CCCCc1c(C(=O)O)cc(OC)cc1C(=O)O	-12.8	-1.4	-4.8	5.8	2.2	-3.8	11.7	-0.5	4.7	0.0	-1.0
COc1ccnc2c1c(=O)n(Cc1ccccc1Cl)c(=O)n2C	-0.9	-1.4	2.9	-4.7	-1.9	13.1	-0.6	4.3	-18.5	0.0	-0.3
CC(=O)Nc1ccc(OCC(=O)c2ccc(C)cc2C)cc1	-20.8	-3.7	7.0	-14.9	-9.1	3.3	64.4*	1.0	-2.8	0.1	0.0

Whole records as entered above. Order of screens: Peg3 promoter | MITF TRPM1 inh | KKLEB cytotox | TWEAK-Fn14 inh | NR2E3 ag-1 | Shn3 3UTR inh | HIF-2a block | NR2E3 ag-2 | CF NFkB block | aDG glyco act | hiPSC survival
COc1ccc(NC(=O)CC2(Cc3ccccc3)CCOC(C)(C)C2)cc1 (stereo not given) is entered as -2.2 | -4.8 | -1.4 | -26.5 | -3.4 | 7.9 | 11.2 | 3.7 | 1.6 | 0.0 | -1.9
O=C(CCc1nnc2ccc(NCc3ccco3)nn12)Nc1ccc(F)cc1F is entered as -44.4 | 0.8 | -5.0 | 15.1 | -0.2 | 3.1 | 16.5 | -0.8 | -5.8 | 0.5 | 0.7
N#C/C(C(=O)N1CCOCC1)=c1/s/c(=C\c2ccccn2)c(=O)n1-c1ccccc1 is entered as -8.6 | -7.5 | 19.9 | 15.8 | -18.4 | -3.0 | 12.7 | 0.2 | -8.0 | 0.0 | 1.6

(cont.)
Compound	Peg3 promoter	MITF TRPM1 inh	KKLEB cytotox	TWEAK-Fn14 inh	NR2E3 ag-1	Shn3 3UTR inh	HIF-2a block	NR2E3 ag-2	CF NFkB block	aDG glyco act	hiPSC survival
Cc1ccc(S(=O)(=O)N(Cc2ccc([N+](=O)[O-])cc2)C(=O)N2CCN(C)CC2)cc1	9.1	-3.7	8.4	-3.2	10.5	-4.4	6.8	.	-4.9	-0.2	0.4
Cc1nc2ccccc2c(=O)n1NS(C)(=O)=O	2.9	6.5	15.2	1.3	-9.9	-7.3	18.2	0.0	1.0	0.2	6.6
O=C(NOCc1ccccc1)c1coc(-c2ccccc2)n1	-22.7	-5.5	-1.8	0.4	-41.4	-23.2	-19.3	.	-6.2	-0.1	3.2
O=C(COc1ccc(Cl)cc1)Nc1ncccn1	-75.8	-46.6	5.2	-11.3	23.4	-32.7	-150.3	-3.3	2.3	-0.2	-1.7
COc1ccc(-c2nn(Cc3ccccc3)cc2C(=O)N2CCN(c3ccccn3)CC2)cc1OC	14.6	5.7	3.1	-10.9	-12.9	-6.0	-2.5	-15.5	9.7	0.0	-0.4
CCOC(=O)/C(C#N)=C1/SC(C)C(=O)N1c1ccc(Br)cc1 (stereo not given)	3.4	-2.5	-10.9	-15.3	9.1	11.2	7.8	1.4	-7.8	3.1	-2.0
CC(C)c1ccc(NC(=O)CCN2C(=O)c3ccc([N+](=O)[O-])cc3C2=O)cc1	-4.8	-0.5	6.1	9.5	-20.9	-0.3	-14.4	1.6	-3.8	-0.1	7.0
O=C(O)CSc1ccc(NC(=O)Nc2ccccc2F)cc1	-2.3	-2.5	-6.0	21.2	-44.8	-38.0	-31.6	-1.2	-7.9	-0.1	-0.3
COCc1nnc(NC(=O)C2CC(=O)N(C3CCCC3)C2)s1 (stereo not given)	2.6	-0.7	11.3	-28.6	-28.4	10.9	5.2	1.6	15.9	0.0	-0.7
c1nc(COc2nsnc2N2CCOCC2)cs1	12.5	5.3	7.1	-6.1	-3.6	2.5	18.8	2.5	-10.1	0.1	-0.6
CCCOc1ccc(NC(=O)CCC(=O)NC(C)c2ccccc2)cc1 (stereo not given)	21.9	3.8	10.1	29.5	27.1	3.9	8.8	5.5	-20.1	-0.1	0.3
CC(=O)C1=C(O)CC(C)(C)CC1=NCCc1nc2ccccc2[nH]1	2.1	3.3	5.5	10.4	-5.7	-4.7	14.9	3.0	0.8	-0.1	-0.8
Cc1cc(C)c2nc(N3CCCC(C(=O)NCCN4CCOCC4)C3)sc2c1 (stereo not given)	-279.7	-11.9	2.0	-25.6	-124.1	-29.9	-136.3	-0.1	-16.2	-0.1	1.4
CC(C)=CCN1CCN(CCCc2ccccc2)CC1CCO (stereo not given)	20.4	1.2	3.5	3.7	8.6	8.8	16.8	3.6	1.3	0.1	-0.7
CCOC(=O)c1ccc(-c2c(-c3ccc(OC)cc3)oc(=O)c3cc(OC)c(OC)cc23)cc1F	-13.0	-14.9	21.1	-34.3	-20.2	16.9	-26.0	2.3	-18.4	-0.1	-2.2
Cc1ccc(NC(=O)CSc2nnc(CNC(=O)c3ccco3)o2)cc1Cl	3.2	10.9	8.0	13.1	-6.2	-0.9	7.3	4.7	-3.8	0.1	0.0
CN1N=C(C(=O)N2CCc3c([nH]c4ccccc34)C2c2ccccc2Cl)CCC1=O (stereo not given)	-181.8	-20.6	-11.4	32.2	-120.4	-80.1	-217.8	2.3	-30.6	-0.3	-0.5
CCCCCCN1C2=NCCN2c2ccccc21	7.3	7.1	-13.6	-7.0	-24.3	-8.5	4.5	-5.7	10.9	0.5	1.3

Assay outcomes as filed in PubChem BioAssay.
